Screening data from PubChem BioAssay.
NS5 inhibitors = Dengue-2 NS5 methyltransferase inhibitors, primary screen, biochemical, confirmation dose response (AID 588689). one-dose inhibition, % at 25 µM; IC50 in µM for titrated hits. Dengue-2 NS5 methyltransferase capping enzyme assay, biochemical; higher % means a stronger effect. 340,000 compounds, 0.3% hits; in the data active = a potency from the dose series; inconclusive = inhibition above about 29% without an active follow-up result
SIAH1 antagonists = blockers of Siah-1 interaction with plectin peptide – biochemical, fluorescence polarization, rhodamine-plectin, uHTS, primary screen (AID 1817); Siah-1 / rhodamine-plectin peptide fluorescence polarization; higher % means a stronger effect; one-dose displacement, % at 20 µM; IC50 in µM for titrated hits; 290,000 compounds, 0.02% hits;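 active = displacement of at least 50% at 20 µM, with a fluorescence ratio check between 0.3 and a set limit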;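 note: plate controls were Siah plus tracer with DMSO for no effect and tracer alone without Siah for full effect; strong numbers were not always called active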
Myeloid diff MLP = compounds promoting myeloid differentiation; ER-HoxA9 myeloid progenitors, lysozyme-GFP differentiation, flow cytometry; calls only at 10 µM; 360,000 compounds, 1% hits;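 active = normalized GFP-positive differentiation at or above the plate's own cutoff, the solvent-only control mean plus 3 SD; inconclusive = no clear call, values can overlap the other calls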;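 note: cells exposed to compound for four days before flow analysis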
AID2073 = disruptors of CaV2.2 binding to Mint1 – biochemical, HTRF (AID 2073); HTRF protein-protein interaction, Mint1-CaV2.2; higher % means a stronger effect; inhibition, % at 20 µM; hits with a dose series show IC50 in µM; 290,000 compounds, 0.19% hits; in the data active = inhibition mostly above about 51%, no sharp cut-off; inconclusive = no clear call, values can overlap the other calls; inactive = mostly below about 53%; note: some results filed as inactive read as strong as hits
LYP phosphatase = inhibitors of LYP phosphatase, biochemical, fluorescence intensity, uHTS (AID 1779) | inhibition, % at 11.5 µM; hits with a dose series show IC50 in µM | 290,000 compounds, 0.054% hits | recombinant LYP phosphatase, fluorescence intensity; higher % means a stronger effect;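 note: plate controls were vehicle with enzyme for no effect and no enzyme for full effect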
XIAP displacement = small molecules displacing peptide from XIAP – biochemical, IAP family, fluorescence polarization (AID 1018) | 200,000 compounds, 0.007% hits | one-dose displacement, % at 20 µM; IC50 in µM for titrated hits | XIAP BIR domain, fluorescence polarization peptide displacement; higher % means a stronger effect; in the data active = displacement above about 50%; note: a part of the inactive calls stands beside numbers as strong as those of hits
HIV peptide binding = inhibitors of HIV fusion peptide binding, primary screen, biochemical, uHTS, fluorescence dequenching (AID 1986); cell-free peptide binding, fluorescence dequenching, 30 min; higher % means a stronger effect; inhibition, % at 20 µM; hits with a dose series show IC50 in µM; 290,000 compounds, 0.3% hits; in the data active = inhibition mostly above about 52%, no sharp cut-off; inactive = mostly below about 76%; note: some results filed as inactive read as strong as hits
Hep lipid drop = modulators of hepatic lipid droplet formation; AML12 mouse hepatocytes, oleate lipid droplets, BODIPY imaging; inhibition, % at 6.5 µM; 240,000 compounds, 0.4% hits; AID 1656;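 active = lipid droplet intensity inhibited by at least 50%, with more than 500 cells counted; inconclusive = wells with under 300 cells, treated as cytotoxic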
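Assay system: AML12 hepatocytes (mouse); Probe or stimulus: oleic acid at 100 µM to induce lipid droplet formation; Dosing: compound at 6.5 µM only; Schedule: compound with oleate, overnight; Detection: fluorescence imaging, 20x objective, two fields per well; Measure: % inhibition of lipid droplet signal.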
HEK293 NOD2/NF-kB = NOD2 signaling inhibitors, cell-based, luminescence, uHTS, HEK293 (AID 1566); HEK293 NOD2/NF-kB luciferase reporter, luminescence; higher % means a stronger effect; one-dose inhibition, % at 4 µM; EC50 in µM for titrated hits; 290,000 compounds, 0.63% hits; note: many of its hits are not listed in these tables
Hep lipid drop cells 6.5 µM = further read-out of Hep lipid drop, marked with its call; cell count; measured here: cell count, cytotoxicity flag;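 cells counted across two imaged fields per well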
NS5 inhibitors pilot replicate = also measured in NS5 inhibitors; calls as there; inhibition, %; measured here: pilot screen replicate inhibition
Myeloid diff MLP GFP+ MAC1+ % = recorded beside Myeloid diff MLP, whose call it bears; GFP+ MAC1+ double positive, %; measured here: differentiation confirmed by MAC1 staining
Starred values were filed as active, the others as inactive; i = inactive; ? = inconclusive; . = no result given. Cut-off read from the data, not from the text of the source, unless noted: active = inhibition above about 50%; inactive = the rest. Only part of the results is shown; count on the stated rates, not on these rows.

SMILES	NS5 inhibitors	SIAH1 antagonists	Myeloid diff MLP	Myeloid diff MLP GFP+ MAC1+ %	AID2073	LYP phosphatase	XIAP displacement	HIV peptide binding	Hep lipid drop	Hep lipid drop cells 6.5 µM	HEK293 NOD2/NF-kB	others
Cn1cnc([N+](=O)[O-])c1Oc1cccc(O)c1	-3%	-4%	i	0.9	-6%	-6%	-17%	2.2%	7	623	0%
CCOCCCNC(=S)NCCCNc1nc2c(C)cc(C)cc2cc1C#N	13%	3%	i	0.3	-1%	-3%	-2.4%	1.3%	-8	714	10%
O=C(CN1CCCCC1)N/N=C/c1ccc(Cl)cc1	-2%	-5%	i	1.3	-6%	-10%	.	-1.5%	4	826	5%
Cc1ccc(Cn2cccc(NC(=O)NCc3ccccc3)c2=O)cc1	-4%	1%	i	1.9	18%	-8%	-3.7%	5.0%	.	.	14%
C=CCn1c(=O)c2ccc(C(=O)NCc3ccccc3)cc2n(Cc2ccccc2Cl)c1=O	4%	4%	i	1.0	13%	-8%	-3.0%	0.3%	7	655	5%
CCOC(=O)CSc1ncnc2c1cnn2-c1ccc(C)cc1	-8%	8%	.	.	-2%	8%	-1.6%	1.1%	6	776	3%
CC(C)(C)c1cc(NC(=O)COc2ccc(Br)cc2)n(-c2ccccc2)n1	-6%	-1%	i	0.6	1%	-6%	-4.1%	-1.6%	16	814	7%
Cc1nc([N+](=O)[O-])cn1CC(=O)c1ccc(Cl)cc1	-3%	6%	i	0.8	4%	-8%	.	0.0%	4	776	16%
COc1cccc2cc(CC(=O)c3ccccc3)c(=O)oc12	0%	3%	i	0.4	22%	-5%	.	-0.9%	8	794	2%
COc1cc(OC)cc(-c2n[nH]c(=S)n2-c2ccc3c(c2)OCO3)c1	-9%	0%	i	0.0	22%	-4%	-7.0%	-0.4%	25	650	-3%
Cc1cc(SCC(=O)NC(=O)NCc2ccco2)nc2ccccc12	-1%	10%	i	1.0	0%	2%	-4.1%	-1.0%	.	.	8%
COc1ccc([N+](=O)[O-])cc1NC1CCN(C(=O)c2cccs2)CC1	-3%	-8%	i	0.4	11%	0%	.	-2.6%	2	735	4%
Cn1nc(-c2ccc(Cl)cc2)cc1NC(=O)CC(C)(C)CC(=O)O	.	2%	i	1.2	-8%	-4%	.	0.6%	-1	724	-8%
CC(C)NC(=O)NC(=O)CSc1nnc(COc2ccccc2F)n1C(C)C1CC2CCC1C2 (centres undefined)	-6%	3%	i	4.3	11%	11%	-2.9%	0.9%	.	.	7%
O=C(NC1CCCCC1)N1CCC(n2c(=O)[nH]c3ccccc32)CC1	-8%	-1%	i	7.7	9%	-5%	-4.3%	0.8%	.	.	4%
CCc1ccccc1NC(=O)C1CCCN1C(=O)NCc1ccccc1 (centres undefined)	2%	2%	i	0.4	-11%	-8%	.	-1.0%	-12	797	2%
CCc1cccc(NC(=O)CCS(=O)(=O)c2ccc(Br)cc2)c1	-5%	21%	i	0.5	9%	2%	.	0.4%	-1	822	-12%
COc1ccc(CCCC(=O)Nc2ccccc2F)cc1	-1%	8%	i	0.7	-3%	-7%	-0.1%	2.5%	2	627	-41%
CCOC(=O)N1CCN(S(=O)(=O)c2cc(Br)cc3c2N(C(C)=O)C(C)C3)CC1 (centres undefined)	-2%	2%	i	1.2	?	3%	-5.0%	1.3%	-6	629	-9%
CCN(CC)CCCn1c(C)cc2c(c1=O)C(c1cc(OC)c(OC)cc1OC)C(C#N)=C(N)O2 (centres undefined)	1%	3%	i	0.5	-4%	-2%	0.0%	2.0%	.	.	23%
O=C(Cc1ccc(-n2c(=O)c3ccccc3n(CC(=O)Nc3ccc(F)cc3F)c2=O)cc1)NCc1ccco1	-6%	14%	i	0.2	16%	-4%	-11%	1.7%	1	718	4%
CCOc1ccccc1N(CC(=O)NCc1ccco1)C(=O)CCC(=O)Nc1nccs1	-6%	5%	i	0.7	0%	-10%	.	-1.5%	-22	719	2%
Cc1ccc(NC(=O)c2ccccc2OCC(=O)Nc2cccc(Cl)c2C)nc1	.	4%	.	.	33%	-5%	-3.1%	1.2%	-9	674	7%
CC(=O)Nc1nc(C)c(Oc2ccccc2)c(=O)[nH]1	-1%	2%	i	0.4	6%	-4%	-0.2%	0.6%	2	807	6%	NS5 inhibitors pilot replicate=4.8
NC(=S)NNc1ccc(Cl)c(Cl)c1	-11%	-2%	i	0.1	0%	-5%	.	-2.7%	9	684	4%
SMILES	NS5 inhibitors	SIAH1 antagonists	Myeloid diff MLP	Myeloid diff MLP GFP+ MAC1+ %	AID2073	LYP phosphatase	XIAP displacement	HIV peptide binding	Hep lipid drop	Hep lipid drop cells 6.5 µM	HEK293 NOD2/NF-kB	others
CCCC(=O)NC(=S)Nc1ccccc1N1CCOCC1	-7%	-5%	i	0.9	2%	5%	-18%	-1.1%	3	683	16%
CS(=O)(=O)N(CCc1ccccc1)CC(N)=O	-3%	-2%	i	1.1	-2%	-4%	-1.5%	0.0%	4	786	4%
Clc1ccc(-c2noc(COc3ccccc3)n2)cc1	-6%	0%	i	0.4	2%	-11%	2.2%	-2.5%	.	.	-57%	NS5 inhibitors pilot replicate=3.3
Cc1[nH]nc2c1C(c1cccc(OC(=O)N3CCOCC3)c1)C(C#N)=C(N)O2 (centres undefined)	-2%	-2%	i	0.7	3%	-6%	-1.9%	2.5%	.	.	-2%
N#Cc1ccc(COC(=O)c2ccccn2)cc1	.	-4%	.	.	-57%	-8%	-11%	-0.5%	5	667	11%
Cc1nc2scc(C)n2c(=O)c1S(=O)(=O)N1CCN(c2ccccn2)CC1	-7%	-4%	i	4.5	6%	-10%	.	-1.1%	-3	775	21%
CCSc1ncc(/C=N/Nc2ccccc2)n1C	-14%	-1%	i	0.6	-6%	-4%	1.3%	-1.7%	-16	626	-74%
CCOc1ccc2nc(NC(=O)CS(=O)(=O)c3ccccc3)sc2c1	3%	3%	i	0.9	2%	3%	-5.9%	-2.0%	-2	714	-16%
Cc1ccc(NC(=O)CSc2ncccn2)c([N+](=O)[O-])c1	-1%	4%	i	0.4	0%	-8%	-5.5%	-0.3%	-4	627	4%
CCCOc1ccc(Cl)cc1CNc1ccccc1	9%	5%	i	0.2	11%	0%	-0.6%	0.9%	-9	665	-20%
CCN(CC)c1nc2c3c(nc4c(c3c1C#N)CC(=O)N4c1ccc(Cl)cc1)NC(C)=N2	11%	-2%	i	0.7	16%	8%	-1.2%	16%	7	673	14%
COCCNc1ccc([N+](=O)[O-])cc1C(=O)Nc1cccc(C)n1	-6%	-2%	i	0.3	-4%	-2%	-5.6%	-2.0%	-14	631	-17%
CC(OC(=O)CN1C(=O)c2ccccc2C1=O)C(=O)NC1CCCCC1 (centres undefined)	-4%	1%	.	.	36%	-9%	.	0.9%	-12	724	10%
O=C(CSc1n[nH]c(=O)[nH]c1=O)Nc1ccc(C(=O)O)cc1	-2%	8%	i	0.5	2%	2%	0.7%	0.9%	28	691	12%
CN(C(=O)CCN1C(=O)C2C3C=CC(C3)C2C1=O)c1ccccc1 (centres undefined)	2%	4%	i	0.4	-8%	-9%	-6.3%	1.1%	18	683	1%
O=C(c1ccco1)N1CCCC(c2nc3c(nnn3Cc3ccc(F)cc3)c(=O)[nH]2)C1 (centres undefined)	-2%	-2%	i	0.7	1%	-4%	.	0.3%	-19	678	15%
O=C(NC1CC1)c1ccc2c(c1)C1C3CCC(C3)C1C(c1ccccc1)N2 (centres undefined)	1%	0%	i	0.2	0%	6%	-5.6%	-0.2%	20	658	10%
Cc1cccn(Cc2c(F)cccc2Cl)c1=O	-7%	0%	i	1.1	?	0%	.	0.0%	-2	618	-6%
NC(=O)[C@@H]1CC2(CC(c3cccc(NC(=O)COc4ccc(Cl)cc4)c3)=NO2)CN1C(=O)c1ccccc1 (some centres undefined)	2%	4%	i	1.2	-8%	-6%	.	0.2%	-20	672	1%
COc1ccc(OC)c(S(=O)(=O)N(C)CC(=O)N2CCOCC2)c1	1%	3%	i	0.7	6%	-9%	.	2.4%	0	889	10%
Cc1ccc(CC(NC(=O)c2ccccc2)C(=O)NC(Cc2ccccc2)C(=O)O)cc1 (centres undefined)	-12%	7%	i	0.1	0%	-2%	-5.0%	4.9%	-11	693	16%
CNC(=S)Nc1cccc(Cl)c1C	4%	10%	i	0.1	-5%	-7%	-0.8%	0.8%	-1	637	9%
O=C(NCCCN1CCOCC1)c1cccnc1	1%	2%	i	1.3	-9%	-8%	-2.9%	-0.3%	-3	621	9%
Brc1ccccc1/C=N/Nc1ccccn1	0%	17%	i	0.5	5%	0%	1.9%	-0.5%	13	670	-40%
CCOC(=O)C1(Cc2cccc(OC)c2)CCCN(C(=O)c2cc(C)oc2C)C1 (centres undefined)	-5%	4%	i	4.1	1%	-9%	.	2.7%	-4	733	-7%
SMILES	NS5 inhibitors	SIAH1 antagonists	Myeloid diff MLP	Myeloid diff MLP GFP+ MAC1+ %	AID2073	LYP phosphatase	XIAP displacement	HIV peptide binding	Hep lipid drop	Hep lipid drop cells 6.5 µM	HEK293 NOD2/NF-kB	others
Cc1ccc(OCCCn2c(CO)nc3ccccc32)cc1	-3%	3%	i	1.2	-10%	-3%	-1.7%	-2.0%	-8	793	-28%
Cn1c(=O)c2c(nc(N3CCCC3)n2C)n(C)c1=O	2%	15%	i	0.6	5%	-4%	.	-0.6%	-3	814	3%
C[C@H](NC(=O)c1[nH]cnc1C(=O)Nc1ccc(Cl)cc1)C(=O)OC(C)(C)C	-6%	1%	i	2.7	0%	3%	.	0.7%	-30	707	-29%
Cc1ccc(C(C(=O)NCc2ccc(F)cc2)N(C(=O)c2csnn2)C2CC2)cc1 (centres undefined)	-10%	0%	i	0.4	-8%	-5%	.	-0.8%	-5	784	2%
CCOc1ccc(NC(=O)CN(C)C(=O)C2CCN(c3ncnc4sc(C)c(C)c34)CC2)cc1OCC	-5%	-2%	?	.	6%	-8%	.	0.3%	-24	865	33%
CC1CCCN(Cc2cccc(Oc3ccccc3)c2)C1 (centres undefined)	-2%	4%	i	3.7	16%	-6%	-4.9%	0.6%	.	.	2%

A stretch taken from the entries so far:
SMILES	NS5 inhibitors	SIAH1 antagonists	Myeloid diff MLP	Myeloid diff MLP GFP+ MAC1+ %	AID2073	LYP phosphatase	XIAP displacement	HIV peptide binding	Hep lipid drop	Hep lipid drop cells 6.5 µM	HEK293 NOD2/NF-kB	others
Cc1ccc(C(C(=O)NCc2ccc(F)cc2)N(C(=O)c2csnn2)C2CC2)cc1 (centres undefined)	-10%	0%	i	0.4	-8%	-5%	.	-0.8%	-5	784	2%
CCOc1ccc(NC(=O)CN(C)C(=O)C2CCN(c3ncnc4sc(C)c(C)c34)CC2)cc1OCC	-5%	-2%	?	.	6%	-8%	.	0.3%	-24	865	33%
CC1CCCN(Cc2cccc(Oc3ccccc3)c2)C1 (centres undefined)	-2%	4%	i	3.7	16%	-6%	-4.9%	0.6%	.	.	2%
